P. falciparum M1AAP: malaria alanyl aminopeptidase activity blockers – biochemical, fluorogenic H-Leu-NHMec substrate, 1536-well (AID 1445). inhibition, % at 30 µM; hits with a dose series show IC50 in µM. recombinant M1AAP, H-Leu-NHMec fluorogenic kinetic assay; higher % means a stronger effect. 220,000 tested, 0.42% active;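 active = primary inhibition above the hit cutoff, then over 50% inhibition at one or more dose response concentrations, cut at about 23% in these data, passing the limit was not always enough; inconclusive = conflicting primary data, or primary hits not chosen for dose response; inactive = low primary inhibition, or under 50% at every dose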;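 also: plate controls were DMSO full reaction for no effect and no enzyme background for full effect; strong numbers were not always called active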
West Nile virus CPE: inhibition of WNV-induced cytopathic effect – cell-based, CPE readout (AID 1621); West Nile virus-infected cells, CPE inhibition; higher % means a stronger effect; 290,000 tested, 0.02% active; CPE inhibition, % at 10 µM, or IC50 in µM where a hit was titrated; in the data active = a potency from the dose series; inconclusive = CPE inhibition mostly from about 3.7% at the one dose, without a potency; inactive = the rest, 99 in 100 with CPE inhibition below about 2.2%; also: strong numbers were not always called active
M17LAP inhibition: P. falciparum M17LAP inhibitors, primary screen, biochemical, fluorogenic H-Leu-NHMec substrate, 1536-well (AID 1619); recombinant M17LAP, H-Leu-NHMec fluorogenic kinetic assay; higher % means a stronger effect; inhibition, % at 30 µM, or IC50 in µM where a hit was titrated; 220,000 tested, 0.38% active;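 active = compound inhibiting the enzyme by more than half at any dose during confirmatory dose-response retesting; inconclusive = strong single-dose inhibitors picked by rank but not retested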;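 also: plate controls were full reaction with DMSO carrier for no effect and no enzyme background for full effect; strong numbers were not always called active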
RSV CPE inhibition: RSV antiviral activity via CPE protection, HEp-2 cells, primary 10 µM value included (AID 2391); HEp-2 cells, RSV-induced CPE inhibition; higher % means a stronger effect; 310,000 tested, 0.13% active; CPE inhibition, % at 10 µM, or IC50 in µM where a hit was titrated; in the data active = a potency from the dose series; inconclusive = CPE inhibition mostly from about 23% at the one dose, without a potency; inactive = the rest, 99 in 100 with CPE inhibition below about 21%; also: strong numbers were not always called active
PMI inhibitors: MPI enzyme activity inhibition – biochemical, fluorescence intensity, coupled assay, primary screen (AID 1209) | purified PMI enzyme, coupled fluorescence intensity; higher % means a stronger effect | inhibition, % at 20 µM; hits with a dose series show IC50 in µM | 190,000 tested, 0.42% active;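 also: plate controls were DMSO vehicle for no effect and wells lacking substrate for full effect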
TNAP activation fold: stimulation of alkaline phosphatase TNAP activity – biochemical, luminescent, no phosphate acceptor, uHTS, primary screen (AID 1001). 200,000 tested, 0.03% active. purified TNAP, luminescent activation assay, no phosphate acceptor; higher activation fold means a stronger effect. one-dose activation fold at 20 µM; EC50 in µM for titrated hits; in the data active = activation fold from about 3, or a potency from the dose series; inactive = the rest, 99 in 100 with activation fold below about 1.6; also: many of its hits are not listed in these tables
K1F lysis inhibition: inhibition of K1F phage lysis, E. coli UTI89, bacterial capsule biogenesis inhibitors, alamar blue (AID 488966); E. coli UTI89 K1F phage lysis, alamar blue, 2 h; higher % means a stronger effect; inhibition, % at 100 µM, or IC50 in µM where a hit was titrated; 340,000 tested, 0.02% active;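 active = phage lysis inhibition, versus mean bacterial control, above a set limit; inconclusive = no clear call, values can overlap the other calls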;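 also: capsule biogenesis inhibitors block K1F phage lysis so surviving cells raise fluorescence; higher fluorescence means more inhibition of phage lysis; actives were called in the ten point dose series up to 300 µM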
T cell modulator: T cell immune modulation candidate | 2C CD8+ T cell-vesicle binding, flow cytometry; stronger effect = lower value | calls only at 7 µM | 330,000 tested, 0.068% active | AID 2052;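 active = response, share of CD8 T cells binding vesicles, and their 90th percentile fluorescence all below set limits, cut at about 80% in these data, passing the limit was not always enough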
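System: murine 2C transgenic CD8+ T lymphocytes; also added: QL9-loaded Drosophila micro-vesicles; times: binding 1.5 h at 37 °C; measured by: flow cytometry, PE anti-B7-1 (FL2) versus Alexa647 anti-CD8 (FL8), PFA-fixed; control set: Peptide-free naked vesicles (low) and QL9 vesicles with 0.7% DMSO vehicle (high)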
human PMI inhibitors: MPI inhibition at elevated mannose 6-phosphate – biochemical, fluorescence intensity, high mannose 6-phosphate, primary screen (AID 1220); one-dose inhibition, % at 20 µM; IC50 in µM for titrated hits; recombinant PMI enzyme, coupled fluorescence intensity; higher % means a stronger effect; 190,000 tested, 0.66% active
T cell modulator vesicle-bound %: also measured in T cell modulator; calls as there; double positive events, %; measured here: CD8+ vesicle-bound cell fraction;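 binding gate set so that unloaded-vesicle control wells show 10% double positive cells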
* marks the source's active call; other numbers are inactive results; i = inactive; u = inconclusive; x = no result given; & = joins results of further samples; [ ] = dose if it differs, or a comment. Rule as the data show it, unless noted: active = inhibition above about 50%; inactive = the rest.

SMILES	P. falciparum M1AAP	West Nile virus CPE	M17LAP inhibition	RSV CPE inhibition	PMI inhibitors	TNAP activation fold	K1F lysis inhibition	T cell modulator	T cell modulator vesicle-bound %	human PMI inhibitors
CCC(C)C(NC(=O)OC(C)(C)C)C(=O)NC(C(=O)N1CCCC1C(N)=O)C(C)CC (stereo not drawn)	-7%	0.4%	4%	-0.5%	-7%	1.1	1.4%	i	57	-4%
CCOC(=O)c1c(C)nc2c(c1-c1ccccc1)C(=O)CC(C)(C)C2	1%	-0.3%	0%	-1.4%	1%	1.1	-0.1%	i	22	-5%
O=C(COc1ccc([N+](=O)[O-])cc1)Nc1nnc(-c2cccnc2)s1	2%	0.2%	3%	7.0%	x	x	0.1%	i	48	x
CCOC(=O)c1cnc(SCC(=O)Nc2cc(C(F)(F)F)ccc2N2CCOCC2)nc1N	16%	0.9%	-15%	4.9%	10%	1.1	0.3%	i	32	5%
NC(=O)c1c(NC(=O)c2ccccc2C(=O)O)sc2c1CCCC2	x	0.1%	x	0.0%	x	x	0.2%	i	51	x
Cc1cc(-c2nnc(CCC(=O)NC(C)c3ccccc3Cl)o2)no1 (stereo not drawn)	3%	-0.3%	2%	-1.0%	-9%	1	-0.7%	i	30	-6%
COc1ccccc1CNC(=O)CCN1C(=O)COc2ccccc21	11%	-0.7%	17%	-0.9%	-13%	1	0.0%	i	57	-7%
Cc1nn(C)cc1C(=O)/C=C/c1ccc([N+](=O)[O-])cc1	-1%	u	-12%	0.1%	9%	1.1	1.7%	i	44	-31%
N#CC1=C(N)Oc2n[nH]c(CSc3ccccc3)c2C12C(=O)Nc1ccccc12 (stereo not drawn)	1%	0.6%	23%	2.9%	15%	1	5.2%	i	28	13%
Cc1ccc(N2CN(CCc3ccccc3)CNC2=S)cc1	1%	-0.3%	-2%	x	x	x	-0.7%	i	14	x
O=C(N/N=C/c1cccs1)C(O)c1ccccc1 (stereo not drawn)	4%	0.5%	12%	1.6%	x	x	-1.0%	i	42	x
CCOC(=O)c1sc(NC(=O)Cc2ccc(F)cc2)nc1C	5%	-0.9%	15%	18%	10%	1.1	0.3%	i	43	14%
[O-]/[N+](=C\c1cccc(Br)c1)c1ccccc1	-2%	-0.3%	2%	0.2%	4%	1	-0.1%	i	56	10%
Cc1ccc(/C(O)=C2\C(=O)C(=O)N(C)C2c2cccc([N+](=O)[O-])c2)cc1 (stereo not drawn)	x	0.2%	x	2.7%	x	x	0.1%	i	57	x
CN1CCN(c2ccccc2NC(=O)COc2ccc(C3CCCCC3)cc2)CC1	x	0.3%	x	19%	x	x	-0.2%	i	48	x
CC(=O)N1CCOc2ccc(S(=O)(=O)N3CCCCC3)cc21	x	0.1%	x	-0.4%	x	x	-2.1%	i	5	x
Cc1ccc(C(=O)COC(=O)c2cnccn2)cc1	-1%	-0.4%	3%	2.4%	-6%	1	-0.1%	i	23	-4%
Cc1ccc(NC(=O)[C@@H](CC(C)C)NC(=O)[C@@H]2Cc3ccccc3CN2)cc1	x	-0.2%	x	3.8%	x	x	0.1%	i	22	x
O=C(Nc1ccc(Cl)cc1)C(c1ccccc1)N(CCO)CCO (stereo not drawn)	-1%	-0.4%	11%	8.6%	4%	1.1	-0.1%	i	24	-1%
CCOC(=O)c1cnc2ccc(Cl)cc2c1NCCN(C)C	1%	-0.2%	26%	0.0%	-7%	1	-0.2%	i	47	-4%
COc1ccc(C(=O)N/N=C/c2cc3ccccc3[nH]c2=O)cc1	6%	-0.3%	-8%	3.6%	10%	1.8	0.1%	i	13	23%
N=c1c(S(=O)(=O)c2ccccc2)cc2c(=O)n3ccccc3nc2n1Cc1ccco1	32%	1.5%	-87%	3.1%	-42%	1	1.9%	i	43	-25%
CCCCN(C(=O)CNC(=O)c1cccs1)C(C(=O)NC1CCCCC1)c1cccnc1 (stereo not drawn)	4%	-1.1%	12%	-0.9%	-10%	1.1	3.9%	i	39	-7%
O=C(C(c1ccccc1)c1ccccc1)N1CCN(Cc2ccccn2)CC1	-4%	0.2%	12%	0.8%	18%	1.1	2.5%	i	14	13%

Reformatted field by field: 2 of the compounds above.
CN1CCN(c2ccccc2NC(=O)COc2ccc(C3CCCCC3)cc2)CC1
  P. falciparum M1AAP: x
  West Nile virus CPE: 0.3%
  M17LAP inhibition: x
  RSV CPE inhibition: 19%
  PMI inhibitors: x
  TNAP activation fold: x
  K1F lysis inhibition: -0.2%
  T cell modulator: i
  T cell modulator vesicle-bound %: 48
  human PMI inhibitors: x

CC(=O)N1CCOc2ccc(S(=O)(=O)N3CCCCC3)cc21
  P. falciparum M1AAP: x
  West Nile virus CPE: 0.1%
  M17LAP inhibition: x
  RSV CPE inhibition: -0.4%
  PMI inhibitors: x
  TNAP activation fold: x
  K1F lysis inhibition: -2.1%
  T cell modulator: i
  T cell modulator vesicle-bound %: 5
  human PMI inhibitors: x

Other structures follow:
SMILES	P. falciparum M1AAP	West Nile virus CPE	M17LAP inhibition	RSV CPE inhibition	PMI inhibitors	TNAP activation fold	K1F lysis inhibition	T cell modulator	T cell modulator vesicle-bound %	human PMI inhibitors
COc1ccccc1N1CCN(c2cc(=O)n(Cc3ccc(F)cc3)c(=O)[nH]2)CC1	20%	0.4%	11%	1.4%	7%	1.1	3.0%	i	18	17%
Cc1ccc(CNC(=O)C(CCC(N)=O)NC(=O)OCc2ccccc2)cc1 (stereo not drawn)	2%	0.2%	-6%	1.6%	-9%	1	0.9%[50 µM]	i	32	-2%
Cc1cccnc1NC(=O)Cn1nc(-c2ccccc2)oc1=S	10%	-1.1%	3%	2.2%	-13%	1.1	1.9%[50 µM]	i	55	-22%
C/C(CC(=O)NCc1ccco1)=N\NC(=O)COc1ccc(C)cc1	-5%	-0.6%	6%	2.0%	3%	1.2	1.4%[50 µM]	i	52	2%
O=C(Nc1ccccc1[N+](=O)[O-])C1C(c2ccccc2)=C1c1ccccc1	-10%	0.6%	-5%	1.8%	10%	1.1	1.0%	i	24	6%
Cc1[nH]n(-c2ccccc2)c(=O)c1/C=N/N1C(=O)c2cccc3cccc(c23)C1=O	u	-1.0%	8%	4.5%	-4%	1.1	0.3%	i	36	7%
O=C(NCCOC(=O)c1ccc(S(=O)(=O)N2CCOCC2)cc1)c1cccnc1	2%	0.5%	-10%	1.9%	4%	1.1	0.3%	i	23	3%
CCCCN(C)S(=O)(=O)c1ccc(C(=O)N=c2sc3cc(NC(C)=O)ccc3n2C)cc1	6%	-0.1%	7%	3.0%	2%	1	0.1%	i	12	-7%
CCOc1ccc(NC(=O)C2CCCN(S(=O)(=O)c3ccc4[nH]c(=O)ccc4c3)C2)cc1 (stereo not drawn)	x	1.5%	x	0.6%	x	x	0.1%	i	10	x
NC(CC(=O)NC(c1ccccc1)(c1ccccc1)c1ccccc1)C(=O)O (stereo not drawn)	-1%	-0.3%	1%	0.9%	0%	1	0.3%	i	59	9%
Cc1cc(-c2nn(-c3ccccc3)cc2/C=C2\SC(N)=NC2=O)ccc1OC(C)C	7%	u	0%	-0.3%	18%	1.3	-0.2%	i	54	7%
Nc1cc(C(=O)OCC(=O)NCCCc2ccccc2)ccc1Cl	x	-0.3%	x	2.4%	x	x	0.2%	i	19	x
CCOC(=O)c1cnc(-c2ccccc2)nc1-c1ccccc1	1%	0.1%	6%	-0.7%	12%	1	3.8%	i	64	18%
O=C(C1CCC1)N1CCc2cc(S(=O)(=O)N3CCN(c4ccccn4)CC3)ccc21	-2%	-0.8%	6%	12%	8%	1.1	0.3%	i	41	8%
N#Cc1cc(-c2ccccc2)cnc1Sc1ccc(Cl)cc1	9%	1.5%	4%	0.8%	15%	1.1	0.6%	i	63	24%
O=C(NCCc1ccccc1)c1ccccc1NC(=O)C1CC=CCC1C(=O)O (stereo not drawn)	-4%	0.0%	11%	0.4%	5%	1.1	4.5%	i	45	6%
COc1ccc2[nH]c(=O)c(CN(Cc3ccco3)C(=O)c3ccccc3)cc2c1	2%	0.1%	-11%	0.8%	9%	1.1	-0.9%	i	47	14%
COC(=O)c1ccc(COC(=O)c2ccccc2OC)cc1	2%	-0.2%	8%	1.1%	9%	1.1	0.4%	i	61	0%
O=S(=O)(Nc1cccc(-c2nnco2)c1)c1ccc(Cl)cc1	5%	-0.1%	4%	2.3%	x	x	0.9%	i	13	x
Cc1ccc(C)c(S(=O)(=O)N2CCCOC2CNC(=O)C(=O)NCCc2ccco2)c1 (stereo not drawn)	x	-0.8%	x	2.6%	x	x	0.2%	i	21	x
Cc1cc(C)n2c(SCC(=O)Nc3ccc(Cl)cn3)nnc2n1	7%	-0.1%	-1%	x	-11%	1	x	x	x	-12%
Cc1ccc(Cn2nnc3c(=O)[nH]c(C4CCN(S(=O)(=O)c5ccc(S(=O)(=O)NC6CC6)cc5)CC4)nc32)cc1	x	0.2%	x	4.5%	x	x	-0.1%	i	12	x
CCn1nc(C)c(Oc2ccccc2O)c1C	-5%	-0.9%	6%	3.1%	-5%	1	0.8%	i	26	-4%
Nc1nc(SCC(=O)Nc2ccccc2Oc2ccccc2)n[nH]1	4%	-1.0%	18%	0.9%	4%	1.1	3.9%	i	42	5%
Cc1ccc2c(c1)cc(C(=O)N1CCN(c3ccccn3)CC1)n2C	x	-0.3%	x	3.1%	x	x	1.2%	i	62	x
CCOc1ccc(OCC)c(NC(=O)C2CCCN(S(=O)(=O)c3c(C)noc3C)C2)c1 (stereo not drawn)	1%	-0.1%	4%	1.7%	3%	1	5.2%	i	44	12%
O=C(O)COc1ccccc1/C=C1\SC(=Nc2ccc(F)cc2)N(c2ccc(F)cc2)C1=O	10%	0.2%	2%	8.2%	-1%	1	-0.6%	i	47	-2%
Cc1c(C(=O)NC(C)c2ccccc2)c(-c2ccccc2)nn1-c1ccccc1 (stereo not drawn)	-2%	0.2%	0%	1.3%	2%	1	0.1%	i	36	-4%
O=[N+]([O-])c1ccc(N/N=C2/CCCCC2c2ccccn2)c([N+](=O)[O-])c1 (stereo not drawn)	2%	-0.8%	13%	1.9%	-51%	0.9	-0.7%	i	60	-66%
O=C1CC(NNc2ccccc2)C(=O)N1c1ccc(N2CCCCC2)cc1 (stereo not drawn)	3%	0.6%	2%	x	-80%	1.1	0.3%	x	x	-172%
c1ccc2[nH]c(-c3ccncc3)nc2c1	-9%&-4%	0.0%&0.0%	11%&6%	-1.2%	16%	1.1	-0.2%	i	28	10%
COc1ccc(C2/C(=C(\O)c3ccc4c(c3)OCCO4)C(=O)C(=O)N2CCCn2ccnc2)cc1 (stereo not drawn)	x	0.5%	x	1.8%	x	x	0.1%	i	44	x
